# Screening data: PubChem, Broad Institute
# EWS-Fli block: EWS/Fli-driven NR0B1 reporter inhibitors, primary screen, A673 cells, NR0B1 luciferase, luminescence, MLPCN library; viability-normalised; inhibition, % at 12.6 µM; 350,000 compounds, 0.67% hits;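 active = mean inhibition of at least 50% after viability correction, with every replicate also passing that limit; inconclusive = mean reaches 50% but only one of two replicates passes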;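 also: firefly luciferase signal divided by Alamar Blue viability fluorescence both relative to DMSO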
# FN deposition inh: inhibitors of fibronectin matrix deposition, primary screen, AH1F cells, Alexa488-fibronectin fluorescence, plate reader. AH1F fibroblasts, overnight. inhibition, % at 12.6 µM. 350,000 compounds, 0.086% hits;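 active = mean inhibition across replicates of 30% or more, regardless of how many single replicates reach that level; inconclusive = mean under 30% yet at least half of replicates reach 30%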;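 also: positive control wells lacked labelled fibronectin entirely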
#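 Measured by – fluorescence 485/525 nm · System – AH1F fibroblast monolayer, labelled fibronectin deposition · Amount – 10000 cells per well · Buffer or medium – serum-reduced DMEM (2% serum) · Doses – single dose, pinned · Also added – fluorescent fibronectin at 24 nM final · Schedule – 1 h cell attachment, overnight exposure to compound and label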
# miR-122 sensor: miR-122 Renilla sensor signal increase in Huh7, primary screen, miR-122 inhibitor project, cell-based, single point, plate reader; Huh7 miR-122 Renilla luciferase sensor, 48 h; neutral wells = 0, positive control = 100; AID 602342, 2012; 340,000 compounds, 0.3% hits; activation (reporter increase), % at 12.5 µM;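 active = mean replicate activation score at least 90 and every replicate individually at or above 90; inconclusive = only one of the two criteria met; inactive = neither criterion met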;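 also: higher luciferase means less miR-122 activity so hits act as miR-122 inhibitors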
# PGC1a acetyl inh: inhibitors of PGC1a acetylation signal, primary screen, cell-based, U2OS, AlphaScreen, inhibitor mode; 350,000 compounds, 0.17% hits; AlphaScreen anti-acetyl-lysine; with virally co-expressed GCN5 acetyltransferase; AID 651687, 2012; inhibition, % at 15.6 µM;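 active = every replicate shows inhibition of at least 40%; inconclusive = mean inhibition at least 40% but some replicate below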;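 also: 0% = neutral control wells and 100% = positive control wells; some results beyond the cut were filed as inactive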
# PAX8 reporter: inhibitors of PAX8-driven TPO luciferase reporter, primary screen, RMG-I cells, single concentration | 360,000 compounds, 1.2% hits | inhibition, % at 12.6 µM | SteadyGlo, 24 h;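 active = mean replicate inhibition at least 60% with every replicate also reaching 60%; inconclusive = only one of the two criteria is met; inactive = mean below 60% and not all replicates reaching 60%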;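 also: luciferase light reporting Pax8 driven TPO promoter activity; plate controls were median of neutral control wells for no effect and mitoxantrone controls for full effect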
# Cneo AK release: Cryptococcus neoformans cell lysis inducers, primary screen, AK release luminescence, single concentration; AID 651654, 2012; 360,000 compounds, 0.2% hits; C. neoformans lysis, adenylate kinase release luminescence, 4 h; normalised: neutral wells 0, clomiphene wells 100; lysis activity, % at 15 µM;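 active = mean lysis activity across replicates of at least 80%, whatever share of replicates individually reach that level; inactive = mean lysis activity below 80%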
#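 Test system: log-phase Cryptococcus neoformans yeast cells. Input: 5 × 10^6 yeast cells/mL. Medium: fresh YPD growth medium. Doses: single dose. Incubation: static 4 h at 37 °C with compound, 1 h detection. Measured by: luminescent adenylate kinase detection reagent. Read-out: signal increase indicating cell lysis. Benchmarks: Clomiphene.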
# LGR2 inh: inhibitors of bursicon-induced LGR2 CRE-luciferase signal, primary screen, cell-based, HEK293, CRE-luciferase reporter, bursicon stimulation; inhibition, % at 9.99 µM; bursicon-stimulated, 4 h; 380,000 compounds, 0.35% hits; AID 720647, 2013; Drosophila bursicon receptor LGR2 (rickets);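 active = drop in luminescence signal, shown as inhibition above about 50% in the replicate tests, limit read from the data, passing the limit was not always enough; inconclusive = probably only some replicates passing the limit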;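 also: agonist challenge used bursicon conditioned medium at about half maximal strength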
# CASP6 VEID inh: human caspase-6 inhibitors, primary screen, biochemical, VEID-R110 fluorescence, single point, set 2 | P55212 | purified caspase-6, Z-VEID-R110 cleavage fluorescence | inhibition, % at 12.5 µM | 350,000 compounds, 0.53% hits | AID 686996, 2013;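 active = mean inhibition across replicates at least about 35%, with every replicate also reaching that limit, limit read from the data; inconclusive = only one of the two criteria met; inactive = neither criterion met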;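 also: 0% = median of neutral control wells and 100% = no fluorescence left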
# Target sequence (P55212 24-179 limits assumed): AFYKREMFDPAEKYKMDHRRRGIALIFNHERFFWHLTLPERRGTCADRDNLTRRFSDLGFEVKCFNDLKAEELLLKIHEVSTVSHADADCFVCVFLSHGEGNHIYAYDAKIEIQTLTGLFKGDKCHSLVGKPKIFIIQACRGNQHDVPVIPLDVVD
# Target sequence (P55212 194-293 limits assumed): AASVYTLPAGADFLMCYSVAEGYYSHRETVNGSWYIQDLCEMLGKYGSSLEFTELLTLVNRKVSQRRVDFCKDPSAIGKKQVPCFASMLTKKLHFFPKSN
# Active calls of the source: *; ? = inconclusive; · = not tested or not shown; & = joins results of further samples; [ ] = dose if it differs, or a comment.
Compound	PGC1a acetyl inh	FN deposition inh	PAX8 reporter	EWS-Fli block	LGR2 inh	CASP6 VEID inh	miR-122 sensor	Cneo AK release
COc1ccc(S(=O)(=O)NCC2CCCN(C(=O)c3ccccc3)C2)cc1 (stereo unspecified)	·	-6	5	-10	9	-2	·	·
CCN(Cc1ccccc1)C(=O)C1CCN(C(=O)Nc2ccccc2)CC1	0	9	-1	·	5	-1	3	-4
CO[C@H]1CN(C)C(=O)c2cc(NC(=O)C3CCOCC3)ccc2OC[C@@H](C)N(Cc2nccs2)C[C@@H]1C	2	1	-15	-2	5	1	·	10
O=C(NCc1ccco1)C1CCN(C(=O)c2cc3sccc3n2Cc2ccc(F)cc2)CC1	3	·	·	8	8	7	·	0
CCOC(=O)COc1ccc(Oc2nc(C)cc(OC)n2)nn1	-8	3	·	·	34	·	-8	1
CN1CCC(N(C)C(=O)c2ccc(Cl)c(S(=O)(=O)Nc3ccc(Cl)cc3)c2)CC1	-4	2	-16	2	-9	0	24	2
O=C(O)c1cccc(N2C(=O)c3cccc(Oc4ccc(Cl)cc4)c3C2=O)c1	3	0	-6	7	·	0	·	·
COc1ccc(-c2c(-c3ccc(OCC(=O)NN)cc3O)n[nH]c2C)cc1	9	4	-13	3	-11	-1	·	·
Clc1cccc(Cl)c1NC1=NCCC1	-15	1	3	·	·	·	-8	-1
CC(C)NC(=O)N(C)C[C@H]1Oc2ncc(C#Cc3ccccc3F)cc2C(=O)N([C@@H](C)CO)C[C@@H]1C	11	-4	·	-3	7	0	8[16.7 µM]	1
C[C@@H](NC(=O)C[C@H]1CC[C@H](NC(=O)Nc2ccc3c(c2)OCO3)[C@@H](CO)O1)c1ccccc1	-11	-10	-22	7	3	0	8[16.7 µM]	1
CCOC(=O)C1=C(C)N(c2ccccc2)C(=O)/C1=C\c1ccc(O)c(OC)c1	-2	-22	2	12	6	1	0	-12
CCN(CC)Cc1cc(Nc2ccnc3cc(Cl)ccc23)ccc1O	-11	-2&7	-11&-6	16&10	-7&-12	-17&-11	6&-8	4&1
Cc1noc(C)c1NC(=O)Nc1cccc2c1O[C@H](CN(C)C(=O)Nc1cccc3ccccc13)[C@@H](C)CN([C@H](C)CO)C2=O	-4	·	18	3	5	-3	-6[16.7 µM]	51
CCc1noc(C)c1C(=O)Nc1nc(-c2ccccc2)cs1	-15	4	-108	-54	-45	5	4	-1
COc1ccc(S(=O)(=O)N(C)C[C@H]2OCCCC[C@H](C)Oc3ccc(NS(=O)(=O)c4ccccc4)cc3C(=O)N([C@H](C)CO)C[C@H]2C)cc1	0	0	13	13	14	1	-2[16.7 µM]	2
O=C(C=Cc1ccc(O)c(O)c1)NCC(=O)NC(Cc1ccccc1)C(=O)O (stereo unspecified)	·	2	-1	1	6	-3	·	·
CC1=C/C(=N\OC(=O)/C=C/c2ccccc2)C(C)=CC1=O	7	-9	-3	·	·	·	2	-1
COc1cc(N=Nc2cccc(S(N)(=O)=O)c2)c2ccccc2c1N	·	-6	23	-6	3	·	·	-1
CC1(c2nnc(-c3ccccc3)o2)CC(c2c(Cl)cccc2Cl)=NO1 (stereo unspecified)	9	-1	9	-7	34	-4	2	1
CCN(CC(=O)Nc1c(F)cccc1F)C(=O)C1CCN(c2ncnc3sc(C)c(C)c23)CC1	·	-3	24	13	16	1	·	·
COc1ccccc1-c1nnc2sc(-c3cnccn3)nn12	-7	·	·	7	0	-2	5	0
O=C(Cc1cccs1)N1CCN(S(=O)(=O)c2ccc(Cl)c(C(F)(F)F)c2)CC1	-5	-1	-3	1	-1	1	2	-1
O=C(C[C@H]1CC[C@H]2[C@@H](COC[C@@H](O)CN2C(=O)Nc2ccc(C(F)(F)F)cc2)O1)NCCc1ccncc1	-2	-16	-8	7	4	-1	0[16.7 µM]	-5
Cc1ccc(-c2nnc(-c3ccccc3)o2)cc1	7	4	·	·	·	·	0	-7
Cc1cc(C)c(NC(=O)CCCN2CCOCC2)c(C)c1	20	-7	·	·	·	·	3	-1
Cc1cnc(C(=O)OCC(=O)N2c3ccccc3CC2C)cn1 (stereo unspecified)	3	5	-6	-8	4	0	·	·
O=[N+]([O-])c1ccc(-[n+]2nc(-c3ccccc3)nn2-c2ccccc2)cc1	·	10	-4	-9	1	7	·	1
O=C(Nc1ccc2c(c1)C(N1CCOCC1)c1ccccc1-2)C(F)(F)F (stereo unspecified)	-5	3	-1	-5	-18	0	-4	-2
C/C(=N/NS(=O)(=O)c1ccc(Br)cc1)c1ccc(C)o1	·	-5	3	-3	-6	-3	·	·
Cc1ccc(NC(=O)COC(=O)c2cccc(C)c2[N+](=O)[O-])cc1S(=O)(=O)N1CCCCC1	-5	-6	5	0	6	-4	-10	-1
Cc1cc(-c2ccccc2)nc(SC(C(=O)O)c2ccccc2)n1 (stereo unspecified)	-5	22	5	1	-32	-1	5	-3
COc1ccccc1CC(NC(C)=O)C(=O)NC1CCN(S(=O)(=O)c2ccccc2)CC1 (stereo unspecified)	·	-14	13	·	7	2	-6	-5
COc1ccc(CNc2nc3ccccc3n2C)c(O)c1	8	-3	-57	-137	-84	4	-3	·
CC(NCCC(c1ccccc1)c1ccccc1)c1ccccc1 (stereo unspecified)	2	4&-7	12	32	1	4	37	3
CCN(CC(=O)Nc1ccccc1OC)C(=O)c1cccc(-n2cccc2)c1	·	·	20	·	13	-1	2	1
CCN1CCN(CCOc2ccc(Cl)cc2)CC1	4	-11	-12	-4	-3	-2	-6	3
COc1ccc2c3c(n(C)c2c1)[C@@H](CO)N(C(=O)C1CCC1)CC31CCN(CC2CCCC2)CC1	-12	-7	0	2	-9	1	·	·
C[C@H]1CCCCO[C@H](CN(C)S(=O)(=O)c2cn(C)cn2)[C@@H](C)CN([C@@H](C)CO)C(=O)c2cc(NC(=O)Nc3ccc4c(c3)OCO4)ccc2O1	0	·	·	-7	-1	1	3[16.7 µM]	2
Cc1noc(C)c1NC(=O)Nc1ccc2c(c1)CC(=O)N([C@@H](C)CO)C[C@H](C)[C@@H](CN(C)Cc1ccc(C(F)(F)F)cc1)O2	-1	-5	14	15	-13	·	-5[16.7 µM]	·
C/C=C/c1cnc2c(c1)C(=O)N([C@H](C)CO)C[C@H](C)[C@@H](CN(C)C(=O)C1CC1)O2	11	·	·	-16	-7	·	1[16.7 µM]	·
COc1cc(CCCN2C(=O)C(=O)NC[C@@H]2c2ccccc2)cc(OC)c1OC	-1	9	-7	-11	-12	4	-10	0
O=C(C[C@@H]1C[C@H]2c3cc(NC(=O)C4CCC4)ccc3O[C@H]2[C@H](CO)O1)NCc1ccc(-c2ccccc2)cc1	-16	-17	?	20	17	-4	-2[16.7 µM]	-8
Cc1noc(C)c1S(=O)(=O)Nc1ccc2c(c1)C(=O)N([C@H](C)CO)C[C@@H](C)[C@H](CN(C)Cc1ccncc1)OCCCC[C@H](C)O2	2	·	-1	0	9	0	11[16.7 µM]	0
O=C(C[C@@H]1CC[C@@H](NS(=O)(=O)c2ccc(F)cc2)[C@@H](CO)O1)NCCc1ccncc1	-15	-6	-7	3	-6	3	·	-4
COc1ccccc1NC(=O)COC(=O)Cn1cnc2c1c(=O)n(C)c(=O)n2C	10	-4	-6	-7	18	0	-1	1
O=C(COC(=O)c1ccc(Br)cc1)NCc1ccccc1	0	4	-90	·	14	·	-1	·
C[C@@H]1CN([C@@H](C)CO)C(=O)c2cccc(NC(=O)c3cnccn3)c2O[C@H]1CN(C)CC1CCCCC1	-9	·	-14	-2	-4	1	6[16.7 µM]	2
CC(C)NC(=O)[C@@]1(C)c2ccccc2C(=O)N(Cc2ccc(OC(F)(F)F)cc2)[C@H]1c1ccc(CO)cc1	-1	·	-8	-9	·	-4	·	3
O=C(c1ccc2c(c1)OCO2)N1CC(=O)N2[C@H](CO)[C@@H](c3ccc(C#Cc4ccccc4)cc3)[C@H]2C1	3	·	·	-1	-13	0	·	·
COc1ccc(NC(=O)/C(C#N)=C\c2cc(OC)c(OCc3ccc(C(=O)O)cc3)cc2Br)cc1	1	19	-2	-2	-1	2	·	·
C=CCC1C=C(Cc2ccccc2)CC(CC=C)N1 (stereo unspecified)	5	-14	1	10	22	3	·	·
CCOC(=O)C1CCN(C(=O)Cn2cc(C(=O)c3ccco3)c3ccccc32)CC1	8	·	·	-4	-2	0	·	·
Oc1ccc2ccccc2c1/C=C/c1ccc2c(Br)cc(Br)c(O)c2n1	-6	1	56	6	8	1	-2	·
Cc1ccc(S(=O)(=O)N(C)C[C@@H]2Oc3c(NC(=O)NC4CCCCC4)cccc3C(=O)N([C@@H](C)CO)C[C@@H]2C)cc1	0	·	21	2	0	2	3[16.7 µM]	-5
C[C@@H]1CN([C@@H](C)CO)C(=O)c2cc(C#CC3CC3)cnc2O[C@H]1CN(C)C	2	0	·	-3	11	0	-3[16.7 µM]	-3
CCC1CCc2sc(C(=O)N3CCCN(C)CC3)cc2C1 (stereo unspecified)	·	0	-34	·	-11	-10	·	-1
CC(=O)c1sc(-c2ccccc2Cl)nc1C	-2	-11	12	-1	8	-4	·	·
CCCc1cc2c(cc1N(C)S(=O)(=O)c1ccccc1)OCO2	-53	-22	·	0	2	-1	·	-1
CC1CC(C)CN(S(=O)(=O)c2ccc3c(c2)oc(=O)n3CC(=O)NCc2cccnc2)C1 (stereo unspecified)	4	-4	5	9	4	-1	0	·

# (list continues)
Compound	PGC1a acetyl inh	FN deposition inh	PAX8 reporter	EWS-Fli block	LGR2 inh	CASP6 VEID inh	miR-122 sensor	Cneo AK release
COc1ccc(C(CC(=O)N2CCCC2)C(C)C)cc1 (stereo unspecified)	-7	-3	1	6	15	-1	·	2
CCOc1ccccc1Nc1nnc(C)c(=O)[nH]1	4	-19	-10	·	·	·	-5	·
Cc1ccc(S(=O)(=O)N(C)CC(=O)N2CCOCC2)cc1	4	-3	-8	·	·	·	-8	-5
COc1ccc(NC(=S)N(CCCN2CCN(C)CC2)Cc2cccs2)cc1	·	0	·	·	-4	·	-11	-1
COC(=O)C[C@@H]1CC[C@@H]2[C@H](COc3ccc(NC(=O)Nc4cccc(C#N)c4)cc3C(=O)N2C)O1	-2	18	-23	65*	29	3	-18[16.7 µM]	-2
N#C/C(=C\c1ccc(Cl)cc1)C(=O)NC1CC1	·	-1	21	28	-8	2	·	·
CCCN(CCC)C(=O)Cn1c(=O)n(CCC(=O)NCCc2ccccc2)c(=O)c2ccccc21	5	1	24	·	·	·	-3	2
